14-3-3 Bad inh: inhibitors of 14-3-3 zeta/Bad binding, primary screen, biochemical, TR-FRET, bovine 14-3-3 zeta | 14-3-3 protein zeta/delta (Bos taurus), P63103 | TR-FRET 14-3-3zeta/Dy647-pBad peptide displacement, 1 h | inhibition, % at 21.7 µM | 0.71% of 220,000 active;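 active = inhibition above about 70%, limit read from the data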;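 note: 0% = full 14-3-3 plus peptide FRET controls and 100% = background without 14-3-3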
Target sequence (P63103 whole entry, looked up): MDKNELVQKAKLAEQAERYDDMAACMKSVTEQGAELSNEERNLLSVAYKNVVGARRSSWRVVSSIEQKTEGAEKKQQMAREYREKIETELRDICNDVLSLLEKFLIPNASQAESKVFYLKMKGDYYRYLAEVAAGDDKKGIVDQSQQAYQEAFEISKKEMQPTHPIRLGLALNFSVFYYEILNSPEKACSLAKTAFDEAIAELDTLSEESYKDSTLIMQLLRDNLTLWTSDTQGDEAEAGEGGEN
eIF4E-4G inh: eIF4E–eIF4G protein interaction inhibitors, primary screen, biochemical, uHTS, TR-FRET, eIF4GI fragment; Eukaryotic translation initiation factor 4E (Mus musculus) + Eukaryotic translation …; TR-FRET eIF4E-eIF4GI(517-606) binding, 2 h; inhibition, % at 21.7 µM; 0.37% of 220,000 active; AID 782, 2007;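 active = inhibition above about 30%, limit read from the data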;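 note: 0% = full FRET control wells and 100% = background wells lacking eIF4GI fragment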
Wee1 stabilizer: Wee1 degradation inhibitors, primary screen, cell-based, HeLa, Wee1K328M-luciferase, luminescence; Wee1-like protein kinase (Homo sapiens), P30291; HeLa Luc-Wee1K328M stability; 100% = proteasome inhibitor MG132 effect; AID 1321, 2008; reporter increase, % at 5 µM; 1.2% of 220,000 active;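 active = activation above the mean of all tested compounds plus 3 SD, set per screening run, cut at about 8.8% in these data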;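 note: cells exposed to compound for 20 h before luminescence read; 0% = DMSO alone and 100% = MG132 at 30 µM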
Mdm2 ligase inh: MDM2-luciferase reporter signal enhancers, primary screen, MDM2 E3 ligase inhibitor project, cell-based, luminescence, 1536-well | E3 ubiquitin-protein ligase Mdm2 (Homo sapiens), Q00987 | cell-based MDM2 ubiquitination luciferase reporter, 2 h; 0 = plate control, 100 = twice control, blank-subtracted | signal enhancement, % at 5 µM | 0.11% of 210,000 active | AID 1230, 2008;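 active = signal enhancement of 30% or more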;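 note: luminescence tracks abundance of the self-degrading MDM2-luciferase fusion protein; higher signal means inhibition of MDM2 E3 ligase activity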
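system = mammalian cells stably expressing self-ubiquitinating, self-degrading MDM2 E3–luciferase fusion | quantity = 2000 cells per well seeded | incubation = 4 h cell settling then 2 h compound exposure, 37 °C | signal = SteadyLite luminescence, 15 min reagent step | benchmarks = plate control and blank wells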
FXIIa inh: human FXIIa protease inhibitors, primary screen, biochemical, 1536-well; purified FXIIa, Boc-QGR-AMC fluorogenic substrate, 2 h; AID 800, 2007; inhibition, % at 5 µM; 0.3% of 220,000 active; in the data active = inhibition above about 40%;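 note: 0% = enzyme with no compound and 100% = blank without enzyme; many of its hits are not listed in these tables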
Target sequence (P00748 20-372 limits assumed): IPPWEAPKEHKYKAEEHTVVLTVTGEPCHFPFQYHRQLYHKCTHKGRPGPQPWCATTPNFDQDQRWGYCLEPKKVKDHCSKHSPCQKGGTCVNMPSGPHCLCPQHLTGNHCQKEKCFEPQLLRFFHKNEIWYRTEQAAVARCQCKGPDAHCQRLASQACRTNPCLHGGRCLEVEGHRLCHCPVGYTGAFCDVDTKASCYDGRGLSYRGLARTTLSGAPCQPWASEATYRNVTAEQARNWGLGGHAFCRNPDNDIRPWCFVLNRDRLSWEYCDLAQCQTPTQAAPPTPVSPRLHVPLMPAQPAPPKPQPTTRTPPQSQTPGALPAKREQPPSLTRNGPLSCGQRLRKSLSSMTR
Target sequence (P00748 373-615 limits assumed): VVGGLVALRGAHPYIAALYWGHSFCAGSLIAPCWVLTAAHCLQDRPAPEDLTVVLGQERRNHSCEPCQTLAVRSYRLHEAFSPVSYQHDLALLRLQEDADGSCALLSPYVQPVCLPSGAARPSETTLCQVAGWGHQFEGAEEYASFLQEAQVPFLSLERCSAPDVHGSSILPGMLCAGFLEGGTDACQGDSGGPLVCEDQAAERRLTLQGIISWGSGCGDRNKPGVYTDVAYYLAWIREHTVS
FXIa inh 1536: human FXIa protease inhibitors, primary screen, biochemical, 1536-well | purified FXIa, Boc-Glu-Ala-Arg-AMC fluorogenic substrate | inhibition, % at 5 µM | 0.14% of 220,000 active | AID 798, 2007;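 active = inhibition of at least 40%; inactive = inhibition below 40%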;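 note: fluorescence of freed AMC excited at 355 nm; 0% = enzyme without compound and 100% = no enzyme blank; many of its hits are not listed in these tables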
hK5 inh: human KLK5 protease inhibitors, primary screen, biochemical, 1536-well. Kallikrein-5 (Homo sapiens), Q9Y337. recombinant hK5, fluorogenic AMC substrate cleavage. inhibition, % at 5 µM. 0.59% of 210,000 active. AID 873, 2007;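 active = inhibition of 40% or more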;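 note: 0% = enzyme controls without compound and 100% = no-enzyme blanks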
Target sequence (Q9Y337 67-293 limits assumed): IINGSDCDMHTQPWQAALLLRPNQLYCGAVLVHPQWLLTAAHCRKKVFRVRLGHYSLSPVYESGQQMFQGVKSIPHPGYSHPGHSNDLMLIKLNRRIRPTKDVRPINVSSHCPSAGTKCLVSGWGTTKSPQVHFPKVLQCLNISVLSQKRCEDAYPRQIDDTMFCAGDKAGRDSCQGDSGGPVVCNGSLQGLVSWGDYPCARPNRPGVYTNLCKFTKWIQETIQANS
Rad51 HR inh: human RAD51 strand exchange inhibitors, primary screen, biochemical, fluorescence; inhibition, % at 10 µM; hRad51 DNA strand exchange, fluorescence dequenching; DNA repair protein RAD51 homolog 1 (Homo sapiens), Q06609; 0.085% of 200,000 active;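 active = inhibition above 40% at the single screening dose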;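 note: 0% = DMSO control wells and 100% = blanks with heterologous ssDNA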
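Material: hRad51 filaments on single-stranded DNA; Reagent: Donor/quencher-labelled 47-bp dsDNA substrate; Compound: 10 µM final, single point; Schedule: 37 °C 15-min filament assembly, 30-min compound preincubation, 15-min exchange; Technique: FRET fluorescence, excitation 485 nm, emission 520 nm; Benchmarks: control wells and blank wells on each plate.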
p97 ATPase inh: inhibitors of human p97 ATPase, primary screen, biochemical | recombinant p97 ATPase, Kinase-Glo ATP luminescence, 3 h | inhibition, % at 8 µM | 0.42% of 220,000 active | AID 1481, 2009; in the data active = inhibition above about 15%;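 note: 0% = DMSO vehicle and 100% = wells lacking enzyme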
* hit, by the source's call; x = no result given; [ ] = dose if it differs, or a comment.

SMILES	14-3-3 Bad inh	eIF4E-4G inh	Wee1 stabilizer	Mdm2 ligase inh	FXIIa inh	FXIa inh 1536	hK5 inh	Rad51 HR inh	p97 ATPase inh
O=C1C2CCCN2C(=O)N1CCCCN1CCN(c2cccc(Cl)c2)CC1 (configuration not stated)	28[fluorescence artefact?]	4	-2	-28	10	1	-9	27	-3
CC(Sc1ccc(Cl)cc1)C(=O)Nc1ccc(S(=O)(=O)N2CCOCC2)cc1 (configuration not stated)	0	-6	3	2	18	4	-1	-3	-5
Cc1scc(C(=O)N2CCN(S(C)(=O)=O)CC2)c1-c1ccccc1	-5[fluorescence artefact?]	4[fluorescence artefact?]	-2	-14	-4	-7	-21	0	7
CC(C)(C)NC(=O)Cn1nnnc1-c1nonc1N	-8[fluorescence artefact?]	-3[fluorescence artefact?]	1	-14	15	0	-10	5	2
CCOc1ccc(Nc2nc(NCC3CCCO3)c3ccccc3n2)cc1 (configuration not stated)	-9	2	0	-9	7	-2	-1	-5	10
COCCn1c(C)cc2c(c1=O)C(c1ccco1)C(C#N)=C(N)O2 (configuration not stated)	-5	10[fluorescence artefact?]	3	-7	16	-2	16	-7	4
O=C(NCCCn1ccnc1)c1cc(-c2cccs2)on1	5	-6	-1	2	-3	0	-8	-5	5
Cc1cccc(C(=O)Oc2ccc(/C=N/NC(=O)c3ccccc3O)cc2)c1	-32	-1	0	0	8	0	-10	x	4
COC(=O)CC(c1ccc(OC)c(OC)c1)c1ccc(OC)c(OC)c1	-5	-12	6	-12	-3	-3	-17	-3	-1
CCC(C)(C)NC(=O)C(c1cccn1C)N(C(=O)Cn1nnc2ccccc21)c1ccc(OC)cc1OC (configuration not stated)	-13	-1	1	-2	9	1	-3	1	-3
CN(CP(=O)(O)CN(C)S(C)(=O)=O)S(C)(=O)=O	42[fluorescence artefact?]	3	-2	4	3	-12	-24	-5	2
c1ccc(COc2ccc(CNCc3cccs3)cc2)cc1	12	10	-2	-1	19	4	-4	-7	-3
ClCc1cc2ccccc2nc1Cl	-2	2	1	2	7	3	2	4	-4
C[C@@H](NC(=O)c1nc[nH]c1C(=O)N[C@@H](CCCCNC(=O)OC(C)(C)C)C(=O)OC(C)(C)C)c1ccccc1	-12	5	3	x	10	2	4	8	-7
CN(C)c1ccc(NC(=O)CN2C(=O)CC(c3ccccc3)=Nc3ccccc32)cc1	17[fluorescence artefact?]	2	0	-15	-7	-8	1	5	3
CN(CCO)c1cnccn1	-21	3	5	0	6	-3	-1	0	3
CCN1/C(=C/C=C/c2oc3ccc4ccccc4c3[n+]2CC)Oc2ccc3ccccc3c21	91*	-112	0	-8	6	1	12	-394	4
CN(C)C(=O)CSc1nnc(Cc2ccc3c(c2)OCO3)o1	-5	-2	-3	-10	7	-3	-5	17	4
CCOC(=O)C(C)/C(C)=N/NC(=O)CCC(=O)Nc1cc(C)ccc1C (configuration not stated)	-25	-1	-1	-12	10	1	1	11	-1
COC(=O)c1nnn(-c2nonc2N)c1CSCCO	9	4	5	-2	-14	-10	2	3	5
CC1(OC(=O)C2CCCC2)C(=O)C=C2C=C3CCCCN3C=C2C1=O (configuration not stated)	-4	2	x	20	4	-2	-1	-7	x
CCOC(=O)CSc1nnc(-c2ccc(S(=O)(=O)N3CCOCC3)cc2)n1-c1ccccc1	-2	1	-2	-9	10	-2	7	7	-5
FC(F)(F)c1cc(-c2ccccc2)nc2ncnn12	5	5	1	-13	30	18	-7	2	-9
Cc1noc(NS(=O)(=O)c2ccc(NC(=O)CSc3nnc(-c4ccccc4)n3C3CCCCC3)cc2)c1C	-13	3	-1	4	5	-21	-5	-1	1
CCC1SC2=NC(C)=C(C(=O)OCC(C)C)C(/C=C/c3ccccc3OC)N2C1=O (configuration not stated)	3	2	-4	2	10	6	-16	-2	0
CCCc1cc2c(cc1NC(=O)c1ccccc1F)OCO2	-3	1	0	-14	-4	-8	-9	x	-7
CCN(Cc1cn2cccnc2n1)C1CCCCC1	-14	0	4	-20	2	-5	-3	22	3
CCOC(=O)CC1COCCN1C(=O)CCc1nnc(-c2ccsc2)o1 (configuration not stated)	-5	-2	-5	-8	3	-3	0	3	5
O=C(CN1CCSCC1)N/N=C/c1ccc(F)cc1	60[fluorescence artefact?]	-1[fluorescence artefact?]	7	-12	15	3	-23	-8	-7
COCCN(C(=S)Nc1ccccc1OC)C(C)c1cccs1 (configuration not stated)	-11	1	2	-7	2	-11	11	1	3
NNc1ccc(S(=O)(=O)N2CCCCC2)cn1	-9	-8	0	x	5	-2	2	-55	3
C(=N/Nc1cc(N2CCOCC2)nc(N2CCOCC2)n1)/c1ccccc1	15	-6	0	-1	11	7	-4	x	2
CCOc1ccc(OCCSc2nnnn2C2CCCCC2)cc1	13	-6	-2	-11	5	3	-24	x	-6
O/N=C/c1cccn1-c1ccc(O)cc1	-4[fluorescence artefact?]	4	6	-6	-1	-5	4	-2	6
COc1ccc(-n2c(SCC(=O)NCc3cccs3)nc3[nH]ncc3c2=O)cc1	-7	1	-1	-16	-1	-6	-5	-11	0
COC(=O)c1ccccc1NC(=S)N(Cc1ccc2c(c1)OCO2)Cc1cc2cccc(C)c2[nH]c1=O	-12[fluorescence artefact?]	-5	-2	-3	4	4	-11	-15	4
CCN(CC)CCCNC(=O)c1cc2c(-c3ccc(Cl)cc3)nn(C)c2s1	7	6	-1	-9	13	9	-1	-4	-7
COC(=O)C(NC(=O)c1ccccc1C)(Nc1ncc(S(=O)(=O)c2ccc([N+](=O)[O-])cc2)s1)C(F)(F)F (configuration not stated)	-7	0	1	-15	28	17	39	3	3
OC(COc1ccc(OCc2ccccc2)cc1)CN1CCCCC1 (configuration not stated)	6[fluorescence artefact?]	-12	0	2	14	5	-12	4	0
CCOC(=O)c1c(C)[nH]c(C(=O)CN2C(=O)NC(C)(CC(C)C)C2=O)c1C (configuration not stated)	-1	1	1	-15	3	-5	-4	2	8
COc1ccc(CCNc2ccc(C(CC(N)=O)NC(=O)c3ccccc3)cc2[N+](=O)[O-])cc1 (configuration not stated)	6	-6	x	-6	7	0	-1	-7	x
COc1ccc(C(=O)NCc2ccc(N3CCN(C(=O)OC(C)(C)C)CC3)cc2)cc1	6	-3	-2	-28	26	17	-7	-4	-1
Cc1ccc(S(=O)(=O)N2CCCCC2)cc1NC(=O)COC(=O)c1cc[n+]([O-])cc1	-20	3	-1	-8	13	6	-10	4	-5
Cc1ccc(NC(=O)CCSc2nnc(C)s2)cc1	-3	8	4	-2	8	10	3	-1	1
COc1ccc(-c2nc(CN3CCCC(C(=O)NC4CCCC4)C3)c(C)o2)cc1 (configuration not stated)	-1	-3	-1	x	6	-1	1	4	-2
O=C(NNC(=O)c1ccccc1-n1cccc1)c1ccc(F)cc1	-21	7	1	-1	6	1	2	21	2
COc1ccccc1NC(=S)N(Cc1ccccc1)Cc1cccnc1	-11	4	-3	-3	9	-4	-7	-44	-3
Cc1onc(-c2c(Cl)cccc2Cl)c1C(=O)N1CCSCC1	-6	3	-2	-13	9	1	-2	11	3
Cc1ccc(S(=O)(=O)N2CC(=O)Nc3ccccc32)cc1	3	2	2	-5	6	-4	2	5	2
CC1CN(C(=O)N[C@@H](Cc2ccccc2)C(=O)O)CC(C)O1 (some centres not stated)	10	-2	0	-15	11	0	-12	5	4

Part of the list above, with values under each structure:
Second line of a record: 14-3-3 Bad inh	eIF4E-4G inh	Wee1 stabilizer	Mdm2 ligase inh	FXIIa inh	FXIa inh 1536	hK5 inh	Rad51 HR inh	p97 ATPase inh
> CC1CN(C(=O)N[C@@H](Cc2ccccc2)C(=O)O)CC(C)O1 (some centres not stated)
 : 10	-2	0	-15	11	0	-12	5	4
> COc1ccc(-c2nc(CN3CCCC(C(=O)NC4CCCC4)C3)c(C)o2)cc1 (configuration not stated)
 : -1	-3	-1	x	6	-1	1	4	-2
> O=C(NNC(=O)c1ccccc1-n1cccc1)c1ccc(F)cc1
 : -21	7	1	-1	6	1	2	21	2

Shown as a hit in 14-3-3 Bad inh, among the entries above:
| Compound | 14-3-3 Bad inh | eIF4E-4G inh | Wee1 stabilizer | FXIIa inh | FXIa inh 1536 | hK5 inh | Rad51 HR inh | p97 ATPase inh |
| --- | --- | --- | --- | --- | --- | --- | --- | --- |
| CCN1/C(=C/C=C/c2oc3ccc4ccccc4c3[n+]2CC)Oc2ccc3ccccc3c21 | 91* | -112 | 0 | 6 | 1 | 12 | -394 | 4 |

Other records follow.
SMILES	14-3-3 Bad inh	eIF4E-4G inh	Wee1 stabilizer	Mdm2 ligase inh	FXIIa inh	FXIa inh 1536	hK5 inh	Rad51 HR inh	p97 ATPase inh
CC(=O)NN1C(=O)c2ccc(Oc3ccc4c(c3)C(=O)N(NC(C)=O)C4=O)cc2C1=O	-11	-6	2	-6	4	5	-5	-3	2
O=C(C1=NN[C@@H]2C(=O)N(c3ccccc3C(F)(F)F)C(=O)[C@H]12)C(c1ccccc1)c1ccccc1	0	1[fluorescence artefact?]	2	-19	7	6	-4	0	7
NS(=O)(=O)c1ccc(NC(=O)COC(=O)c2cn(-c3ccccc3)nc2-c2ccccc2)cc1	2	-14	4	x	11	1	2	3	9
COc1ccc(/C=C/C(=O)N2CCN(c3ccccc3)CC2)cc1S(=O)(=O)N1CCOCC1	-8	-2	1	-17	13	3	20	0	1
Cc1ccc(-c2cc(C(=O)Nc3cc(C)on3)no2)cc1	39	-5	-2	1	8	-1	-3	9	1
CCCn1nnc(NC(=S)NC(=O)/C=C/c2ccco2)n1	-7	-7	-2	-4	7	2	2	x	5
COc1ccc(NC(=O)NCCCN2CCN(c3ccccc3F)CC2)cc1	-9	-3	0	-4	3	-2	-2	18	6
CC(=O)Oc1ccc(C(=O)O)cc1OC(C)=O	0	1	0	-15	-2	-7	2	6	3
CCOc1ccc(C(=O)OCC(=O)NC(C)C)cc1	-8	1	-2	-17	2	-4	-10	2	3
Cc1nc(-c2ccccc2Cl)sc1C(=O)/C=C/N(C)C	0	3	3	-4	-1	-5	-5	-1	5
Clc1ccc(C2CC(c3ccccc3)Nc3ncnn32)cc1 (configuration not stated)	2	4	-3	-13	16	4	-8	-9	1
O=[N+]([O-])c1cccc(-c2n[nH]c(=S)n2Cc2ccccc2)c1	-11	4	3	1	5	4	19	5	1
Cc1ccc(C2=C/C(=C/c3cccs3)C(=O)O2)cc1	-14	-1	0	-19	25	21	-6	x	2
Cn1cnnc1SCC(=O)Nc1cc(S(=O)(=O)N2CCCCCC2)ccc1Cl	-12	10	7	2	14	6	-15	-1	2
Cc1noc(C)c1C(=O)OCC(=O)N(C)C1CCS(=O)(=O)C1 (configuration not stated)	-4	-1	4	-5	7	-4	-4	0	1
NCCc1c(-c2ccccc2)n(-c2ccccc2)c2ccccc12	-4	10	2	-5	6	-3	0	-2	6
